Assay outcomes as filed in PubChem BioAssay.
NALP3 yeast inh: NALP3 inflammasome inhibitors in reconstituted yeast, primary screen, luminescence, uHTS | Yeast reconstituted NLRP3/ASC/caspase-1, beta-gal luminescence, 24 h | inhibition, % at 10 µM | 330,000 tested, 0.39% active | AID 2825, 2010;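 active = inhibition of 50% or more; inactive = inhibition below 50%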;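 also: plate controls were induced DMSO wells for no effect and uninduced yeast grown without galactose for full effect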
GRIN3A LBD mod: binders of NR3A ligand-binding domain, primary screen, biophysical, differential scanning fluorimetry, uHTS. Tm shift relative to glycine control, % at 25 µM. 340,000 tested, 2.5% active. NR3A LBD differential scanning fluorimetry, Tm shift; 0% = protein alone, 100% = glycine-bound protein. AID 1259313, 2017. Glutamate receptor ionotropic, NMDA 3A (GRIN3A) ligand-binding domain;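 active = melting temperature shift of at least 10% of the positive control shift, at one fixed dose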
Mdm2 MdmX PPI: inhibitors of human Mdm2-MdmX association, primary screen, cell-based, luminescence, split luciferase, SaOS-2, uHTS | SaOS-2 split-luciferase Mdm2/MdmX complementation | Protein Mdm4 (Homo sapiens) + E3 ubiquitin-protein ligase Mdm2 (Homo sapiens), … | inhibition, % at 8 µM | 330,000 tested, 3% active;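 active = inhibition of at least 50% at 8 µM in the primary screen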
Target sequence (O15151 whole entry, looked up): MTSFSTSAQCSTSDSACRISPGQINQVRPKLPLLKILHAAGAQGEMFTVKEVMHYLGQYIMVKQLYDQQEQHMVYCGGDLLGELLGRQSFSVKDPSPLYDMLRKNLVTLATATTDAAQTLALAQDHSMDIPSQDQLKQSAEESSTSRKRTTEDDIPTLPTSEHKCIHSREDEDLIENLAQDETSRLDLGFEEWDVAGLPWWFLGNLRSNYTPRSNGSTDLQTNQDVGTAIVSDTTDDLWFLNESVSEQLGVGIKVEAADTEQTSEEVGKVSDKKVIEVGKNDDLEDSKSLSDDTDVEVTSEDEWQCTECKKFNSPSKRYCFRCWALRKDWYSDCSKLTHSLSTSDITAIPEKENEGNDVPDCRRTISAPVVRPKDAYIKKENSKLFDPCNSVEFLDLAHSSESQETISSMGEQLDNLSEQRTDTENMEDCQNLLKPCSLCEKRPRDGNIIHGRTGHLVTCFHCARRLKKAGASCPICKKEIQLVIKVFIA
Target sequence (Q00987 whole entry, looked up): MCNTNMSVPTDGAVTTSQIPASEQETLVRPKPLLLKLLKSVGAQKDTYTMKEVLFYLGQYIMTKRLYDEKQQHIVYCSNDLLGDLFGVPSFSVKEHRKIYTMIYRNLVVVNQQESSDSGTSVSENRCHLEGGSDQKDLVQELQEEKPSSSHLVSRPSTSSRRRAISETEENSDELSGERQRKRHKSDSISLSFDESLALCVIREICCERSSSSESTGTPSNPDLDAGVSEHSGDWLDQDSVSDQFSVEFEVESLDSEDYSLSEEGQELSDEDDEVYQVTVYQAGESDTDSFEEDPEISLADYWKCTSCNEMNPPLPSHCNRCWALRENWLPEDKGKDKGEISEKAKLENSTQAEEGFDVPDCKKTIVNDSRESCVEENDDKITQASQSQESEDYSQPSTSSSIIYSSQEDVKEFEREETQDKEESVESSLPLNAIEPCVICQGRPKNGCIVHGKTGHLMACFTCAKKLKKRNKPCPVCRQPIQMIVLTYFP
tim10-1 inh: growth inhibitors of tim10-1 mutant yeast, primary screen, luminescence, uHTS; inhibition, % at 20 µM; 330,000 tested, 2.2% active; S. cerevisiae tim10-1 ts strain growth, BacTiter-Glo, 24 h;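 active = inhibition of at least 40%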;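 also: mutant grown at 25 °C; 0% = DMSO wells with yeast and 100% = wells holding no yeast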
APJ ag: agonists of human apelin receptor APJ, primary screen, CHO-K1 cells, PathHunter beta-arrestin, luminescence. P35414. 0% DMSO wells, 100% apelin. activation, % at 20 µM. 330,000 tested, 0.11% active;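 active = activation more than six SD over the plate average, tested at 20 µM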;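 also: 0% = DMSO alone and 100% = apelin-13 at 10 nM; some results filed as inactive read as strong as hits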
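Assay system: engineered CHO-K1 APJ arrestin reporter cells; Amount: 1000 CHO-K1 reporter cells seeded per well; Dosing: one dose, 20 µM compound, 1% DMSO; Times: compound stimulation 90 min at 25 °C, detection 60 min; Measured by: luminescent beta-gal fragment complementation, chemiluminescent substrate; Read-out: APJ–arrestin association signal; Controls: DMSO vs Apelin-13 10 nM.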
TIM10 inh: growth inhibitors of isogenic TIM10 control yeast, primary screen, counter-screen for tim10-1 yeast inhibitor project, luminescence, uHTS. S. cerevisiae TIM10 strain growth, BacTiter-Glo luminescence, 24 h. inhibition, % at 10 µM. 330,000 tested, 1.4% active. AID 463195, 2010;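 active = inhibition of 40% or more at the single tested concentration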;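 also: wild-type TIM10 isogenic control strain grown at permissive 25 °C; 0% = DMSO yeast wells and 100% = minimal medium wells without yeast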
tim23-1 inh: growth inhibitors of tim23-1 mutant yeast, primary screen, luminescence, uHTS. inhibition, % at 20 µM. S. cerevisiae tim23-1 growth, BacTiter-Glo luminescence, 24 h. 330,000 tested, 1.3% active;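 active = growth inhibition of the mutant yeast at or above 50%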;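 also: temperature-sensitive mutant grown at 25 °C; plate controls were DMSO-treated mutant yeast for no effect and medium wells lacking yeast for full effect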
XBP1 UPR activ: activators of adaptive XBP1 UPR arm, primary screen, cell-based, CHO-XBP1 luciferase reporter, luminescence, uHTS; 330,000 tested, 0.33% active; activation, % at 20 µM; IRE1-XBP1 UPR activation; percent of tunicamycin response, DMSO as zero;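 active = versus positive control, 20 µM dose yields 30% or more activation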;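 also: 100% = tunicamycin at 10 µg/mL and 0% = DMSO only wells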
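Assay system: IRE1-XBP1 luciferase reporter CHO line. Input: 1000 cells/well. Buffer or medium: F12 with 10% serum. Doses: 20 µM, 1% DMSO. Times: overnight seeding at 37 °C, 6 h compound treatment at 37 °C. Technique: Steady-Glo luciferase glow luminescence, 10 min after reagent addition.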
CHOP UPR activ: activators of apoptotic CHOP UPR arm, primary screen, cell-based, CHO-CHOP luciferase reporter, luminescence, uHTS. UPR activation; percent of tunicamycin response over DMSO baseline. activation, % at 10 µM. 330,000 tested, 0.34% active. AID 449763, 2010;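 active = at 10 µM dose, activation of 40% or more, normalized to positive control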;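 also: 100% = tunicamycin at 10 µg/mL and 0% = DMSO alone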
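System: CHO-CHOP luciferase reporter cell line; amount: 500 cells/well; buffer or medium: F12 medium containing 10% fetal bovine serum; incubation: 6 h compound exposure at 37 °C after overnight seeding; measured by: luciferase luminescence after 10 min with Steady-Glo reagent; evaluation: % reporter activation, DMSO baseline versus tunicamycin full activation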
Numbers without * were called inactive; / = not tested or not shown.

SMILES | NALP3 yeast inh | GRIN3A LBD mod | Mdm2 MdmX PPI | tim10-1 inh | APJ ag | TIM10 inh | tim23-1 inh | XBP1 UPR activ | CHOP UPR activ
CC(NC(=O)c1ccco1)c1ccc2c(c1)OCO2 (stereo unspecified) | 20 | 4 | 5 | -21 | -3 | 1 | -6 | -3 | -0.5
C[C@@H]1C2CC(C/C2=N\NC(=O)c2ccncc2)C1(C)C (stereo partly specified) | 4 | 2 | 20 | -18 | -2 | 5 | -1 | -4 | 1.0
O=C(Cn1c(C(=O)N2CCc3ccccc3C2)cc2sccc21)c1ccccc1 | -2 | -3 | -2 | 29 | -3 | 13 | 38 | 3 | 1.5
O=C(Nc1nc(-c2cccc(Br)c2)cs1)Oc1ccccc1 | 35 | 0 | 1 | -55 | 1 | -18 | -29 | -2 | 0.9
COc1ccccc1OC(=O)Nc1ccc(Cl)cc1 | 17 | 10 | -3 | 7 | -3 | -21 | -10 | -6 | 2.7
COc1ccccc1N1CCN(CCN2C(=O)CC(=C3c4ccccc4-c4ccccc43)C2=O)CC1 | 9 | -2 | 10 | 14 | -1 | 3 | 2 | -4 | -1.9
Cc1ccc(C(=O)COC(=O)c2ccc(Br)o2)cc1C | 34 | 0 | -45 | 27 | 9 | 22 | 32 | 2 | 3.0
COc1cc2nc3occc3c(OC)c2cc1OC | 11 | -1 | -2 | 26 | 2 | 11 | 24 | 4 | 0.5
COc1ccc(N=Nc2ccc3ccccc3c2)c(O)c1 | 38 | -8 | -71 | 15 | -2 | 10 | 6 | -5 | -1.2
COc1ccc(NC(=O)N2CCNC(=O)C2CC(=O)Nc2ccc(F)cc2)cc1 (stereo unspecified) | 26 | 0 | 18 | -5 | 2 | 0 | 1 | -8 | -0.6
Oc1ccccc1C1Nc2cccc3cccc(c23)N1 | 32 | 11* | 1 | 52* | 6 | 46* | 77* | 6 | -1.4
CC(C)[C@H](NC(=O)c1ccccc1F)C(=O)Nc1nc2c(s1)CCCC2 | 9 | -1 | 14 | 33 | -3 | 19 | 33 | -2 | 5.0
O=C1CN(C(=O)c2ccccc2)c2ccccc2N1 | 5 | 0 | -7 | 0 | -4 | 0 | -6 | -1 | -1.6
COC(=O)c1cccc(NC(=O)CSc2nnnn2C)c1 | 14 | 6 | -18 | 6 | -1 | 3 | 12 | 0 | 0.0
COCCNC(=O)c1c(N)n(/N=C/c2cccs2)c2nc3ccccc3nc12 | 12 | 1 | 43 | 44* | 1 | 19 | 28 | 1 | 0.0
COc1ccc(Cl)cc1N1Cc2ccccc2C1 | 10 | -1 | 21 | 1 | 1 | 27 | -1 | -1 | -1.4
COc1cccc(CNS(=O)(=O)c2ccc3c(c2)CC(C)N3C(C)=O)c1 (stereo unspecified) | 6 | 2 | 12 | 13 | 12 | 3 | 24 | -5 | -1.7
COc1cccc(NC(=O)Cc2nnc(SCC(=O)NC3CCCCC3)n2C)c1 | -5 | -3 | 1 | 11 | 3 | 0 | 16 | 3 | -0.5
O=C(Nc1ccncc1)c1cccc(S(=O)(=O)N2CCOCC2)c1 | 13 | 1 | -24 | 3 | 8 | 9 | 9 | -1 | -0.8
CCn1c(/C=C/c2ccccc2C)nc2ccccc2c1=O | -4 | 0 | -14 | 6 | -5 | -41 | 9 | 4 | 2.3

Single entries from the entries so far.
Reading of COc1ccccc1N1CCN(CCN2C(=O)CC(=C3c4ccccc4-c4ccccc43)C2=O)CC1 under tim23-1 inh: 2
Reading of COc1cccc(CNS(=O)(=O)c2ccc3c(c2)CC(C)N3C(C)=O)c1 (stereo unspecified) under APJ ag: 12
Reading of CC(NC(=O)c1ccco1)c1ccc2c(c1)OCO2 (stereo unspecified) under tim23-1 inh: -6
Reading of COc1ccc(N=Nc2ccc3ccccc3c2)c(O)c1 under TIM10 inh: 10
Reading of COc1ccc(NC(=O)N2CCNC(=O)C2CC(=O)Nc2ccc(F)cc2)cc1 (stereo unspecified) under APJ ag: 2
Reading of COc1cccc(NC(=O)Cc2nnc(SCC(=O)NC3CCCCC3)n2C)c1 under tim10-1 inh: 11

Additional compounds follow:
SMILES | NALP3 yeast inh | GRIN3A LBD mod | Mdm2 MdmX PPI | tim10-1 inh | APJ ag | TIM10 inh | tim23-1 inh | XBP1 UPR activ | CHOP UPR activ
CCOCC(=O)Nc1ccc(S(=O)(=O)N2CCOCC2)cc1 | 0 | 1 | 5 | 16 | 1 | 7 | 17 | -4 | 1.5
Cc1ccc(NC(=O)Cn2nc(C)c3ccccc3c2=O)cc1 | 18 | -3 | 11 | -20 | -2 | -21 | 0 | 0 | -0.8
COc1cc(/C=N/O)cc(Br)c1OCc1ccc(Cl)cc1 | 16 | 8 | 9 | 44* | -6 | 20 | -5 | 0 | 0.4
COc1ccc(Cl)cc1NS(=O)(=O)c1cn(C)nc1C | 26 | -1 | -3 | 9 | -2 | 13 | 7 | -3 | 0.3
CC(C)Oc1ccc(CN2CCC(n3nccc3NC(=O)C3CC3)CC2)cc1 | 8 | 0 | 26 | -2 | 6 | -7 | 3 | -5 | 0.2
O=C(COC(=O)c1ccccc1O)Nc1ncc(Cl)cc1Cl | -4 | -1 | 9 | 25 | -2 | 25 | 14 | -1 | -1.0
COc1ccc(F)cc1COc1nc(C)nc2ccccc12 | 22 | -4 | 3 | -13 | 2 | -12 | 8 | 3 | 0.5
COc1ccc(Oc2ccc(/C=C/C(=O)c3cccc(OC)c3)cc2[N+](=O)[O-])cc1 | 9 | -5 | 97* | 30 | 2 | 23 | 33 | 14 | 32
COc1cccc(C(C)NC(=S)NCc2ccc(Cl)cc2)c1 (stereo unspecified) | 26 | -3 | -12 | -23 | -1 | 25 | 1 | 3 | 0.4
CCNc1c(NS(=O)(=O)c2ccc(Br)s2)c(=O)oc2ccccc12 | 5 | 1 | 19 | -2 | -2 | -1 | -4 | 4 | -0.6

The list goes on; the last 2 above are carried over.
SMILES | NALP3 yeast inh | GRIN3A LBD mod | Mdm2 MdmX PPI | tim10-1 inh | APJ ag | TIM10 inh | tim23-1 inh | XBP1 UPR activ | CHOP UPR activ
COc1cccc(C(C)NC(=S)NCc2ccc(Cl)cc2)c1 (stereo unspecified) | 26 | -3 | -12 | -23 | -1 | 25 | 1 | 3 | 0.4
CCNc1c(NS(=O)(=O)c2ccc(Br)s2)c(=O)oc2ccccc12 | 5 | 1 | 19 | -2 | -2 | -1 | -4 | 4 | -0.6
COc1ccccc1N(CC(=O)NCCSCc1ccco1)S(=O)(=O)c1ccccc1 | 13 | -1 | -9 | 12 | -3 | 22 | 21 | 1 | 1.0
COc1ccc(N2CCOCC2)c(NC(=O)COc2cccc(C)c2)c1 | 22 | 1 | -2 | 6 | -10 | -1 | 28 | -2 | 0.7
COC(=O)CCCC1=CC2=C(c3ccccc3)C(=O)C(C)(OC(=O)C3CCCC3)C(=O)C2=CN1CC(C)C (stereo unspecified) | 12 | -1 | -2 | -6 | 8 | -7 | -7 | 2 | -1.2
CCC1CCCCN1CCCNC(=O)CN1C(=O)COc2ccccc21 (stereo unspecified) | -9 | 2 | -11 | 16 | 12 | 11 | 0 | 0 | 2.1
NS(=O)(=O)c1cccc(NC(=O)CN2C(=O)C(=O)N(Cc3ccccc3)C2=O)c1 | 11 | 0 | -5 | -10 | 0 | 3 | -9 | -4 | 0.4
CC(C)C(NS(=O)(=O)c1ccc2c3c(cccc13)C(=O)N2)C(=O)O (stereo unspecified) | -3 | -1 | 23 | -14 | -6 | 0 | -8 | 2 | 0.9
O=C(Nc1ccccc1)c1ccc(NCC2CCCO2)c([N+](=O)[O-])c1 (stereo unspecified) | 15 | -4 | -36 | 2 | 0 | 6 | -7 | 1 | 4.2
COc1cc(/C=C/C(=O)OC2CC3CCC2(C)C3(C)C)ccc1O (stereo unspecified) | 3 | 2 | 4 | 20 | -1 | -2 | 18 | 13 | 3.5
N/C(=N\O)c1cn(Cc2ccccc2Cl)c2ccccc12 | -12 | 1 | 27 | 25 | -5 | 32 | 45 | -1 | 0.6
COC(=O)C(C)n1cnc2c(nnn2-c2ccc(F)cc2)c1=O (stereo unspecified) | -2 | 0 | 15 | -4 | -7 | -7 | -4 | -1 | -0.3
CC1CCCC(C)N1C(=O)c1cc(-c2ccco2)on1 (stereo unspecified) | 3 | 0 | -9 | 4 | -4 | 17 | 11 | 4 | 5.1
Cc1occc(=O)c1OCc1ccc(Cl)cc1Cl | 14 | -1 | 9 | -12 | -2 | -17 | -12 | -1 | -0.4
CC(Cc1ccccc1)(NC(=O)CN)c1ccccc1 (stereo unspecified) | 91* | / | -17 | -5 | -6 | 4 | 0 | -3 | 0.8
Cc1noc(C)c1COc1ccc(C(=O)OCC(=O)Nc2cccc(S(=O)(=O)N3CCOCC3)c2)cc1 | 6 | -8 | 5 | 7 | 2 | 6 | -1 | -3 | -1.0
CCOC(=O)C1=C(CSc2nc(C)ccc2C#N)OC(N)=C(C#N)C1c1cccc(OC)c1OC (stereo unspecified) | 24 | -7 | 11 | 45* | 1 | 39 | 25 | -1 | 2.5
O=C1c2ccccc2OC2(C=Cc3ccccc3O2)N1Cc1ccccc1 (stereo unspecified) | 5 | 0 | 54* | 27 | -5 | 15 | 25 | -4 | 1.4
CN1CCN(Cc2c(O)ccc3cc(Br)ccc23)CC1 | 25 | 2 | 51* | 30 | -2 | 1 | 17 | -3 | 0.5
CSc1cccc(CN2CCC(CO)(Cc3ccccc3)CC2)c1 | 31 | -3 | 7 | -5 | -4 | -22 | -1 | -2 | -1.1
O=C(NN1C(=O)C2C3C=CC(C4CC34)C2C1=O)c1ccc(Cl)c(Cl)c1 (stereo unspecified) | 7 | -5 | 5 | 18 | -1 | 20 | 15 | -2 | -1.9
NC(=O)c1cc(C(=O)c2cccc(Cl)c2Cl)c[nH]1 | 4 | 0 | -4 | 1 | -1 | 6 | 5 | 1 | 1.5
CC(C)[C@H](NC(=O)N1CC(=O)Nc2ccccc21)C(=O)N[C@@H](Cc1ccccc1)C(=O)O | 11 | 0 | 22 | 1 | -4 | 1 | 10 | -1 | -1.5
COc1ccc2ccc(=O)oc2c1CC(O)C(C)(C)O (stereo unspecified) | -6 | 0 | -4 | -3 | -5 | 6 | 16 | -2 | 0.0
Cc1ccc(S(=O)(=O)N(C)C)cc1NC(=O)COC(=O)C1CCN(S(=O)(=O)c2cccs2)CC1 | -4 | 0 | -5 | -3 | 4 | -6 | 4 | -2 | 0.4
